Source: PubChem BioAssay (several laboratories)
IDE cell activ: activators of human insulin-degrading enzyme in cells | P14735 | HEK cells, FAbeta-B cleavage, fluorescence polarization; 0% vehicle, 100% cell-free pure enzyme wells | activation, % at 5.96 µM | hit rate 0.073% among 340,000 | AID 493087;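 active means activation above the mean of all tested compounds plus 3 SD, set per screening campaign, cut at about 17% in these data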
Target sequence (P14735 whole entry, looked up): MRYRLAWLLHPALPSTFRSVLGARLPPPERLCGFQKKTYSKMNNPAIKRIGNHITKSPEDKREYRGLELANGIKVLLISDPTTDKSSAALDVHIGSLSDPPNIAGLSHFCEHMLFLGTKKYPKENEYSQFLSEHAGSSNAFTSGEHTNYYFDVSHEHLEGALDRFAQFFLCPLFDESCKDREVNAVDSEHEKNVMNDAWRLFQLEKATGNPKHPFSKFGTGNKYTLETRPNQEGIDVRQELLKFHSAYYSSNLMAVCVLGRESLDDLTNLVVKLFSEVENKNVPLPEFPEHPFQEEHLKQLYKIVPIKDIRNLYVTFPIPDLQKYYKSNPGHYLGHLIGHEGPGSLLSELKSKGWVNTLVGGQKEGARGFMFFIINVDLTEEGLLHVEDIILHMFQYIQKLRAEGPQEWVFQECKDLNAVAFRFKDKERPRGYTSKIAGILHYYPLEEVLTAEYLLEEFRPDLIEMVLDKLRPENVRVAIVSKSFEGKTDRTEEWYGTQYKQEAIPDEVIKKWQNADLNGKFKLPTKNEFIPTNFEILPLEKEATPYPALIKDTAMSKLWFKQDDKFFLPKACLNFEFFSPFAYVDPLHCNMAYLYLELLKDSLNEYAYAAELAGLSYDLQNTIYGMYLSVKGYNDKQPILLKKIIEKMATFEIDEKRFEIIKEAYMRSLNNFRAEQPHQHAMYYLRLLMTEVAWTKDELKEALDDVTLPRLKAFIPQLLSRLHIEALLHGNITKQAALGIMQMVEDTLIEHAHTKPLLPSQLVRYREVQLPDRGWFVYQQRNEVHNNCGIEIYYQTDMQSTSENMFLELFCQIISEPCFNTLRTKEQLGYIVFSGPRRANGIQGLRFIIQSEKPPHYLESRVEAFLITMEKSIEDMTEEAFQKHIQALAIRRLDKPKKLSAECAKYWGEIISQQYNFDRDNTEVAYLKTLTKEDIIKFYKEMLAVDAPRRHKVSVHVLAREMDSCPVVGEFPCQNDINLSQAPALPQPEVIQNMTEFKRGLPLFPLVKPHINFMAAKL
CRFR2-BP antag: CRF-BP/CRF-R2 complex antagonism; HEK293 CRF-R2/CRF-BP, CRF-induced calcium fluorescence; hit rate 0.59% among 350,000; inhibition, % at 11.8 µM; AID 588475;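 active means inhibition of the ligand-induced calcium signal above about 50% at the single tested concentration, limit read from the data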
GalR3 antagonist: antagonists of human GalR3; hit rate 0.44% among 360,000; inhibition, % at 3 µM; HEK293 GalR3-CNG cAMP membrane potential fluorescence; galR3 body fused to GalR1 C-terminus; O60755;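 active means inhibition above the screen-wide average plus 3 SD, cut at about 13% in these data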;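 further: forskolin and galanin both at EC90 stimulate the cells; cAMP rise reported by CNG channel membrane potential dye signal; 0% = forskolin plus galanin with DMSO and 100% = forskolin alone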
Active calls of the source: *. The list is partial. The share of hits here may be higher or lower than overall.

SMILES	IDE cell activ	CRFR2-BP antag	GalR3 antagonist
O=C(O)CC1(CC(=O)O)Nc2ccccc2SC1=O	-4	-12	-5
COC(=O)CCc1c[nH]c2ccc([N+](=O)[O-])cc12	2	21	-7
O=C1NC(=S)NC1=Cc1ccc2c(c1)CCC2	-8	-18	-5
Oc1ccc(C=NNC(=S)Nc2cccnc2)nc1	-1	31	-8
CC=Cc1cc2c(c(=O)o1)C(=O)C(O)C(C)O2 (configuration not stated)	5	-29	-7
CCOC(=O)C1=CN(Cc2cccc(F)c2)S(=O)(=O)N(CC)C1c1cccc(OC)c1 (configuration not stated)	6	3	-7
C[C@]12CC[C@H](O)CC1=CCC1C2CC[C@@]2(C)C1CC[C@@H]2NC(=O)[C@@H](N)Cc1cnc[nH]1 (some centres not stated)	1	1	-3
Cc1cccc(NC(=O)c2cccc(NC(=O)c3ccco3)c2)c1	-2	28	0
O=C1CCC[C@@H]2C[C@@]3(C[C@@H]4CCN1[C@H]24)Nc1cc([N+](=O)[O-])ccc1NC3=NC1CCCCC1	-5	-18	-7
COc1ccc(CN2CCN(C(=O)c3ccccc3C(=O)c3ccccc3)CC2)cc1OC	-7	-4	1
Cc1ccc(COC(=O)CN2C(=O)NC3(CCCCC3C)C2=O)cc1 (configuration not stated)	-5	-18	-3
Cc1ccc(S(=O)(=O)Nc2ccccc2N=Cc2ccc([N+](=O)[O-])cc2[N+](=O)[O-])cc1	-8	-22	-5
O=C(COc1cc(Cl)ccc1Cl)N1CCNC1=O	1	51*	-2
C[C@H]1CCC/C=C/[C@@H]2C[C@H](O)C[C@H]2[C@H](O)[C@H](S(=O)c2ccc(O)cc2)CC(=O)O1 (some centres not stated)	-4	1	-4
CCOC(=O)C1=CN(Cc2ccc(Br)cc2)S(=O)(=O)NC1C (configuration not stated)	1	-5	-7
Cc1ccc(S(=O)(=O)N2CCN(C(=O)c3cc4c(s3)CCC(C)C4)CC2)cc1 (configuration not stated)	3	12	1
CCN(C(=O)COC(=O)Cn1c(=O)oc2ccccc21)c1c(N)n(Cc2ccccc2)c(=O)[nH]c1=O	2	-2	-2
c1ccc2nc(NN=C3CCCCC3)ccc2c1	4	9	-4
CN(C(=O)c1cccc(NC(=O)Cc2ccc(NC(=O)C3CCCN(C(=O)C4CCCC4)C3)cc2)c1)C1CCC1 (configuration not stated)	5	13	-4
CC(OC(=O)c1ccccc1C(=O)N(C)Cc1ccccc1)C(=O)NC1(C#N)CCCCC1 (configuration not stated)	1	23	-3
COC(=O)[C@H](C(C)C)N(Cc1ccccc1)S(=O)(=O)CCNC1CCCC1	-1	-3	-6
CN(C(=O)c1cccc(NC(=O)Cc2ccc(NC(=O)C3CCCN(C(=O)C4CC4)C3)cc2)c1)C1CCCC1 (configuration not stated)	-1	3	-3
CCOC(=O)C1=CN(Cc2cccc(F)c2)S(=O)(=O)NC1c1cccc(OC)c1 (configuration not stated)	3	7	-3
COc1cc(C2CC(=O)Oc3cc(C)cc(C)c32)cc(OC)c1OC (configuration not stated)	0	1	-7
CN(c1ccccc1)S(=O)(=O)c1cc(C(=O)OCC(=O)c2c(N)n(C)c(=O)n(C)c2=O)ccc1Cl	0	0	-5
SMILES	IDE cell activ	CRFR2-BP antag	GalR3 antagonist
C#CCOCCOCCOCCNc1nc(N2CCN(C(=O)[C@H]([C@@H](C)CC)n3cc(CCCN=C(N)N)nn3)CC2)nc(N2CCN(C(=O)[C@H]([C@@H](C)CC)n3cc(CCC(=O)O)nn3)CC2)n1	3	32	-6
Cc1ccccc1Oc1ccc2c(c1)[C@@H]1C[C@H]3[C@@H](C(=O)N1CC2)[C@H](C)ON3C	-6	0	-7
O=c1[nH]c(-c2ccccc2)ncc1OCc1ccccc1	2	2	-5
O=C(CN1CCCC1c1ccc2c(c1)OCCO2)NC(=O)Nc1ccccc1F (configuration not stated)	5	-15	-2
C=CCC1[C@H](C)[C@H]2[C@@H]3CC[C@@H](C3)[C@H]2CN1S(=O)(=O)c1ccc(C)cc1 (some centres not stated)	4	-25	-9
O=S1(=O)c2c(F)cccc2OC(COc2ccccc2)CN1CCc1ccc(F)cc1 (configuration not stated)	7	-5	-7
CCOC(=O)c1c(SCCN2CCCCC2)n(-c2ccccc2)c(=S)n(-c2ccccc2)c1=O	2	-12	-4
Cc1ccc(-n2c(C)cc(C=C3C(=O)N(C)C(=O)N(C)C3=O)c2C)cc1	0	-16	-2
Cc1cc([N+](=O)[O-])ccc1P(=O)(O)c1ccc([N+](=O)[O-])cc1C	-1	-49	-4
Cc1cc(NC(=O)c2ccc(C(C)(C)C)cc2)no1	2	-15	-10
Cc1ccc(S(=O)(=O)N2C[C@@H]3[C@H]4CC[C@H](C4)[C@@H]3[C@@H](C)[C@@H]2c2cn(Cc3ccccc3)c3ncccc23)cc1	5	19	-4
COc1c(NC=O)c2c(c([N+](=O)[O-])c1OC)C(=O)OC2	-2	-16	-6
CN(C)C(=O)CCc1ccc2c3c([nH]c2c1)[C@]1(CCC2CCCC2)[C@@H](C(=O)N2CCOCC2)C[C@H](CC(=O)NCCc2ccccn2)C(=O)N1CC3	2	-8	1
O=C(c1cc2cc3ccc(Cl)cc3nc2o1)N1CCN(Cc2ccc3c(c2)OCO3)CC1	-2	16	-2
COc1ccc(NC(=O)CN(C)C(=O)CCNC(=O)Nc2ccccc2)cc1	0	7	0
CCCCn1cnc2c(c(CC#N)nn2-c2ccccc2)c1=N	0	-10	-7
C(=NN=C(NN=Cc1cccs1)NN=Cc1cccs1)c1cccs1	4	7	-6
COc1ccc(OCC(=O)N/N=C/c2cccn2-c2cccc(C(=O)O)c2)cc1	1	-2	-5
CCCN=C1N(CC)C[C@@H]2[C@@H]3C(=O)N(Cc4ccccc4)C(=O)[C@@H]3[C@](Cc3ccccc3)(C(=O)OC)N12	1	19	-5
O=C(CSc1ccccc1)NNC(=O)c1ccncc1	2	-5	-2
C=CC(=O)Nc1cccc(Oc2ccnc(Nc3ccc(N4CCN(C)CC4)cc3)n2)c1	0	8	-6
CN(C)c1ccc(CSc2ccccc2)cc1	3	9	-3
N=C1N(c2ccccc2)C(=S)C(=Nc2ccccc2)N1c1ccccc1	3	2	-5
Cc1c(/C(O)=C2/C(=O)C(=O)N(CCN3CCOCC3)C2c2ccco2)cnn1-c1ccccc1 (configuration not stated)	3	-2	-4
Cc1cccc(NC(=O)CN2CCN(CC(=O)NCC3(N4CCCCC4)CCCCC3)CC2)c1C	1	1	-1
SMILES	IDE cell activ	CRFR2-BP antag	GalR3 antagonist
CC1([N+](=O)[O-])COC(C=Cc2ccccc2)OC1 (configuration not stated)	4	10	-6
O=C(CSc1ccc(Cl)cc1)NC(=O)NC1CCCC1	5	-35	-4
Cc1cccc(NC(=O)c2ccc(C)c(S(=O)(=O)N3CCOCC3)c2)n1	1	-7	-4
O=C(NC1CCCCC1)c1cc2c(cc1Cl)N1CCCCCC1=NS2(=O)=O	1	2	-4
O=C1NC[C@H](Cc2ccccc2)N(CC2CCN(CCCC3CCCC3)CC2)C1=O	0	-6	-4
NC(CSC(c1ccccc1)(c1ccccc1)c1ccccc1)C(=O)O (configuration not stated)	2	0	-7
CN(Cc1ccc(F)cc1)C(=O)c1cc(S(=O)(=O)N2CCCCC2)ccc1N1CCOCC1	-2	6	-2
O=C(COc1coc(CN2CCN(c3ccc(F)cc3)CC2)cc1=O)NC1CCCCC1	8	8	-5
CCN(CC(=O)Nc1ccc(NC(C)=O)cc1)C(=O)c1ccc(COc2ccc(C(C)(C)C)cc2)cc1	3	-7	-7
O=C(Cc1ccc(NS(=O)(=O)c2ccc(Cl)c(Cl)c2)cc1)NCCN1CCOCC1	3	-1	-2
COc1cccc(C(=O)OCC(=O)c2ccc(S(=O)(=O)N3CCCCC3)cc2)c1OC	-4	-2	0
CCC(C)c1c(N)n(S(=O)(=O)c2ccc(C)cc2)oc1=O (configuration not stated)	2	0	-4
O=C(Nc1cccc(S(=O)(=O)N2CCOCC2)c1)C1COc2ccccc2O1 (configuration not stated)	4	5	-4
NC(=O)NC1(C(=O)O)CCCC1	-1	2	-2
CO[C@H]1/C=C/O[C@@]2(C)Oc3c(C)c(O)c4c(O)c(c5c(c4c3C2=O)NC2(CCN(CC(C)C)CC2)N=5)=NC(=O)/C(C)=C\C=C\[C@H](C)[C@H](O)[C@@H](C)[C@@H](O)[C@@H](C)[C@H](OC(C)=O)[C@@H]1C	9	9	-2
COc1ccccc1C(=O)Cc1ccccc1	1	-13	-7
Cc1nc(N2CCN(Cc3ccc4c(c3)OCO4)CC2)c2oc3ccccc3c2n1	-1	44	-12
CCOC(=O)c1ccc(NC(=O)CCN2C(=O)C3CC=CCC3C2=O)cc1 (configuration not stated)	-1	-7	-2
CC1=CC(=O)C(C(C)=Nc2cccc(Cl)c2)C(=O)O1 (configuration not stated)	-3	1	1
COc1ccccc1C(=O)NC(=O)COC(=O)c1ccc(Br)o1	-2	-8	-4
O=S(=O)(Nc1ccccc1-c1ccccc1)c1ccccc1	0	1	-8
COc1ccc(CCN2CC(C(=O)OCC(=O)N(C)CC(=O)Nc3ccccc3Cl)CC2=O)cc1OC (configuration not stated)	1	2	-6
Clc1ccccc1NCSC1=NCCS1	5	8	-7
CCN(CC)S(=O)(=O)c1ccc(C(=O)Nc2cc(S(=O)(=O)N3CCOCC3)ccc2N2CCN(C)CC2)cc1	-11	6	-4
CC(=O)C1CCC2C3CC(C)=C4CC(O)CCC4(C)C3CCC12C (configuration not stated)	4	-9	-5

Ordered by heavy-atom count (smallest number first): 15 of the compounds above.
SMILES	IDE cell activ	CRFR2-BP antag	GalR3 antagonist
NC(=O)NC1(C(=O)O)CCCC1	-1	2	-2
Clc1ccccc1NCSC1=NCCS1	5	8	-7
CC1([N+](=O)[O-])COC(C=Cc2ccccc2)OC1 (configuration not stated)	4	10	-6
CC1=CC(=O)C(C(C)=Nc2cccc(Cl)c2)C(=O)O1 (configuration not stated)	-3	1	1
O=S(=O)(Nc1ccccc1-c1ccccc1)c1ccccc1	0	1	-8
COc1ccccc1C(=O)NC(=O)COC(=O)c1ccc(Br)o1	-2	-8	-4
Cc1cccc(NC(=O)c2ccc(C)c(S(=O)(=O)N3CCOCC3)c2)n1	1	-7	-4
CCOC(=O)c1ccc(NC(=O)CCN2C(=O)C3CC=CCC3C2=O)cc1 (configuration not stated)	-1	-7	-2
O=C(Nc1cccc(S(=O)(=O)N2CCOCC2)c1)C1COc2ccccc2O1 (configuration not stated)	4	5	-4
O=C1NC[C@H](Cc2ccccc2)N(CC2CCN(CCCC3CCCC3)CC2)C1=O	0	-6	-4
COc1cccc(C(=O)OCC(=O)c2ccc(S(=O)(=O)N3CCCCC3)cc2)c1OC	-4	-2	0
O=C(COc1coc(CN2CCN(c3ccc(F)cc3)CC2)cc1=O)NC1CCCCC1	8	8	-5
CN(Cc1ccc(F)cc1)C(=O)c1cc(S(=O)(=O)N2CCCCC2)ccc1N1CCOCC1	-2	6	-2
COc1ccc(CCN2CC(C(=O)OCC(=O)N(C)CC(=O)Nc3ccccc3Cl)CC2=O)cc1OC (configuration not stated)	1	2	-6
CO[C@H]1/C=C/O[C@@]2(C)Oc3c(C)c(O)c4c(O)c(c5c(c4c3C2=O)NC2(CCN(CC(C)C)CC2)N=5)=NC(=O)/C(C)=C\C=C\[C@H](C)[C@H](O)[C@@H](C)[C@@H](O)[C@@H](C)[C@H](OC(C)=O)[C@@H]1C	9	9	-2

Additional structures follow:
SMILES	IDE cell activ	CRFR2-BP antag	GalR3 antagonist
COc1ccccc1CNCCS(=O)(=O)NN1CCOCC1	3	11	-2
COc1ccc(-c2nc(NC(=O)c3c(C)noc3C)sc2C)cc1	-3	-2	-3
O=C(CCNC(=O)c1ccc(Br)cc1)Nc1nc2ccccc2[nH]1	0	2	0
COc1ccccc1C=NN=C(N)C(N)=NN=Cc1ccccc1OC	4	9	-6
CC(C)(C)OC(=O)N1CCC(C(=O)Nc2ccc(C(=O)NCc3ccccc3)cc2)CC1	0	9	-6
CCC1c2ccccc2C(=O)C1C(N)=O (configuration not stated)	-2	21	-3
COc1cccc(C=C2SC(=S)NC2=O)c1	-2	26	-4
CCN1C[C@@H]2[C@@H]3C(=O)N(C)C(=O)[C@@H]3[C@](Cc3ccccc3)(C1=O)N2C(=O)c1ccccc1	-2	4	-3
CC(=O)Nc1c(Br)cc2c(c1Br)Cc1cc(Br)ccc1-2	0	-13	-7
C=CCN1CCC(=O)C(C(=O)OCC)=C1C(=O)OCC	1	-18	-3
CC1(C)CC=CC(COC(=O)c2ccccc2C(=O)O)C1 (configuration not stated)	2	8	-2
O=C(Nc1ccn(CCCNCCN2CCOCC2)c(=O)n1)OCc1ccccc1	-2	6	-6
CN(C)c1nc(N(C)C)c2cnn(C)c2n1	-4	13	-5
Cc1ccc(S(=O)(=O)N2CCC(C(=O)Nc3ccc(N4CCOCC4)cc3)CC2)cc1C	-1	6	-4
O=Cc1ccc(-c2cccs2)s1	3	-2	-2
COc1ccc2nc(-c3ccccc3)nc(SC)c2c1	3	14	0
Nc1cc2c(cc1Br)[nH]c(=O)c1ccccc12	1	17	-5
Cc1cc2ncn(S(=O)(=O)c3ccc(S(N)(=O)=O)cc3)c2cc1C	-6	4	-6
COc1ccccc1NS(=O)(=O)c1cc(NC(=O)c2ccc(NC(C)=O)cc2)ccc1N1CCOCC1	-3	-28	-7

Results in GalR3 antagonist and IDE cell activ, for some of the entries so far:
canonical_smiles	GalR3 antagonist	IDE cell activ
COc1cc(C2CC(=O)Oc3cc(C)cc(C)c32)cc(OC)c1OC (configuration not stated)	-7	0
CN(c1ccccc1)S(=O)(=O)c1cc(C(=O)OCC(=O)c2c(N)n(C)c(=O)n(C)c2=O)ccc1Cl	-5	0
